High-throughput results (PubChem BioAssay)
APEX1 inh: APE1 (human) endonuclease inhibition | P27695 | recombinant APE1, TAMRA/BHQ-2 abasic DNA cleavage fluorescence | Potency, µM (doses to about 65.8 µM), inactives show top-dose activity change, negative = inhibition, hits mostly inhibitors | actives 0.35% (n = 350,000) | AID 2517;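 further: potency means the concentration at half of the fitted maximal effect; plate controls were vehicle for no effect and reference inhibitor for full effect; nearly all actives have a fitted effect of over 55% in size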
Target sequence (P27695 whole entry, looked up): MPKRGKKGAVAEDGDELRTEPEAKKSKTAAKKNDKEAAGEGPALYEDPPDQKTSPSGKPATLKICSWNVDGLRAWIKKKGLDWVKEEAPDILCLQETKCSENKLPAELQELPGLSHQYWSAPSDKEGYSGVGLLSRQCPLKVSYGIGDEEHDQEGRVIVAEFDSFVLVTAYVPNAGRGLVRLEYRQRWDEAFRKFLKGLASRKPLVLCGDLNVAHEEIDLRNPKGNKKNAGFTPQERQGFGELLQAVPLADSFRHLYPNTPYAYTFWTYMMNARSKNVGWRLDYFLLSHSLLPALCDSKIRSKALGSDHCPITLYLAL
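Step 1: APE1 (0.75 nM) with compound, 15 min RT. Step 2: add 50 nM fluorophore/quencher THF duplex. Step 3: three fluorescence reads 60 s apart (525/598 nm); read 3 minus read 1 = reaction progress.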
POLI inh: inhibitors of human DNA polymerase iota | AID 588590 | Potency, µM (doses to about 115 µM), inactives show at the top dose activity, negative = inhibition, hits mostly inhibitors | actives 1% (n = 390,000) | Pol iota fluorescent replication assay, 10 min | Q9UNA4; further: potency means the concentration at half of the fitted maximal effect
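Pol iota at 10 nM preincubated 15 min with compounds at room temperature; reaction started with fluorescent substrate, 50 nM final. Fluorescence read kinetically at 0 and 10 min; buffer-only wells as negative control.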
POLK inh: inhibitors of human DNA polymerase kappa; Q9UBT6; actives 0.53% (n = 400,000); Potency, µM (top dose mostly 107 µM), inactives show at the highest dose activity, negative = inhibition, actives largely listed as inhibitors; purified Pol kappa, fluorescent DNA synthesis assay, 10 min; AID 588579; further: potency means the concentration at half of the fitted maximal effect; on the % scale 0 is the no-effect control and ±100 the full control effect
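50 nM final substrate added after 15 min RT preincubation of 10 nM Pol kappa with compound; fluorescence read at 0 and 10 min.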
Apoferritin bind: candidate novel general anesthetic via apoferritin binding | AID 485281 | P02791 | actives 0.074% (n = 350,000) | Potency, µM (series often up to 77.5 µM), inactives show at the highest dose activity change, negative = displacement, hits mostly inhibitors | apoferritin/1-aminoanthracene competitive binding, fluorescence; further: potency means the concentration at half of the fitted maximal effect; on the % scale 0 is the no-effect control and ±100 the full control effect; nearly all actives have a fitted effect of over 20% in size
Target sequence (P02791 2-175 limits assumed): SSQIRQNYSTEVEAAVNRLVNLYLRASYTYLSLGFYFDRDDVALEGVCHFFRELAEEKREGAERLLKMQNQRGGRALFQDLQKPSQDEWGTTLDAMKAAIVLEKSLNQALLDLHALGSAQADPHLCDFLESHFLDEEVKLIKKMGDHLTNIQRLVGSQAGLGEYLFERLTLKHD
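Steps: apoferritin (10 uM) was premixed with half-saturated 1-AMA in PBS, compounds were pin-transferred, plates stood 10 min at room temperature, fluorescence was read at 380/535 nm, and curves were fitted with a Hill equation.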
GRP78 ERSR act: induces the endoplasmic reticulum stress response in human glioma cells | U87-MG GRP78 promoter luciferase reporter, 16 h | Potency, µM, without a hit: top-dose activation, usual class: activators | actives 0.02% (n = 420,000) | AID 602332; further: potency means the concentration at half of the fitted maximal effect; series mostly up to about 76 µM; % of control where 0% means no effect; nearly all actives have a fitted effect of over 35% in size
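ERSR induction read as luciferase luminescence (Bright-Glo, 10 min at room temperature) in stably transfected human U87-MG glioma cells exposed to compounds for 16 h, using GRP78 as sensor.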
LDHA inh: LDHA (human) enzyme inhibition. P00338. purified LDHA, NADH/diaphorase-resazurin fluorescence; hits give low values. activity change, % (values are at about 110 or 230 µM). actives 0.15% (n = 480,000). AID 1347041; in the data active means activity change below about -30%; inconclusive means mostly about -25% to -30%;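 further: plate controls were DMSO wells for no effect and wells without enzyme for full effect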
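Human LDH5 at 2 nM final in Tris HCl pH 7.4 with 0.06 mM NADH and 0.2 mM pyruvate, reacted 5 minutes at room temperature. Remaining NADH coupled via diaphorase/resazurin; resorufin fluorescence read at 0 and 20 minutes, normalized to enzyme-free and DMSO wells.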
POLB inh: inhibitors of human DNA polymerase beta; P06746; Pol beta primer extension/strand displacement, fluorescence kinetic; Potency, µM (highest dose often 114 µM), inactives show at the top dose activity change, negative = inhibition, actives largely listed as inhibitors; actives 1.3% (n = 340,000); AID 485314; further: potency means the concentration at half of the fitted maximal effect; on the % scale 0 is the no-effect control and ±100 the full control effect
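Kinetic readout of DNA synthesis with strand displacement by Pol beta. Compound and 10 nM enzyme sit 15 min at room temperature; 50 nM substrate starts the reaction, read immediately and at 10 min.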
BLM inh: inhibitors of human Bloom syndrome helicase BLM. P54132. recombinant BLM DNA unwinding, fluorescence dequenching. Potency, µM (top dose mostly 56.1 µM), for the others: top-dose activity change, negative = inhibition, most hits filed as inhibitors. actives 0.2% (n = 350,000);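 further: potency means the concentration at half of the fitted maximal effect; plate controls were vehicle for no effect and no enzyme for full effect; nearly all actives have a fitted effect of over 35% in size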
Pol eta inh: DNA polymerase eta (human) inhibition. recombinant Pol eta, fluorescent DNA replication assay. Potency, µM (doses to about 114 µM), for the others: at the top dose activity change, negative = inhibition, actives largely listed as inhibitors. actives 1.2% (n = 390,000); further: potency means the concentration at half of the fitted maximal effect; on the % scale 0 is the no-effect control and ±100 the full control effect
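Fluorescent replication assay: 50 nM final substrate added after a 15 min room-temperature compound preincubation with 10 nM enzyme. Signal taken at 0 min and again at 10 min.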
Active calls of the source: *; ? = inconclusive; nt = not tested or not shown; & = joins results of further samples; [ ] = dose if it differs, or a comment. Unless noted, the call rests on the fitted dose curve; in most records, active means well fitted curve in the direction sought with a large enough effect; inconclusive means small, poorly fitted or top-dose-only effect, or another doubt; inactive means no such curve, though single readings can be large; an effect the other way counts as inactive or inconclusive.

SMILES	APEX1 inh	POLI inh	POLK inh	Apoferritin bind	GRP78 ERSR act	LDHA inh	POLB inh	BLM inh	Pol eta inh
CC1CCN(C(=O)Cn2cc(SCC(=O)Nc3ccccc3C(F)(F)F)c3ccccc32)CC1	nt	21%	-18%	52%[activator]	-5%	2	-1%	-8%	-14%
Cc1cc(C)cc(NC(=O)CCn2cnc3ccccc3c2=O)c1	nt	-26%	-8%[60.1 µM]	0%	0%	0	?	1%	7%
Cc1ccc(-c2nc(C)c(CCNC(=O)C(=O)Nc3ccc(C)c(Cl)c3)s2)cc1	nt	15%	-3%[60.1 µM]	-12%	-1%	-1	5%	0%	-13%
C=CCn1c(SCC(=O)Nc2c(C)n(C)n(-c3ccccc3)c2=O)nc2sc(C)c(C)c2c1=O	-5%	33%	-4%	-23%	-4%	4	12%	-2%	-21%
Cc1ccc(CN2CC(C(=O)N3CCN(c4ccccc4O)CC3)CC2=O)cc1 (stereo unspecified)	4%	71%[activator]	-8%	nt	0%	2	nt	nt	-12%
Fc1ccc(Nc2nc(SCc3cccc(F)c3)nc3ccccc23)cc1	nt	16%	-1%[60.1 µM]	35%[activator]	14%	-3	19%	-9%	-15%
CCCCN1C(=O)C2C(C(=O)Nc3cccc(OC)c3)C3C=CC2(O3)C1C(=O)NC1CCCCC1C (stereo unspecified)	0%	11%	-23%	-4%	-2%	-3	2%	1%	-2%
CCOC(=O)CCCCCN1C(=O)c2cccc3cccc(c23)C1=O	-12%	22%	-17%	-6%	-2%	-3	2%	-2%	-24%
O=C(c1ccc(=O)[nH]c1)N1CCN(S(=O)(=O)c2ccc(Cl)cc2)CC1	40%	41%[activator]	-1%	0%	-1%	1	7%	-2%	-10%
Cc1ccc(/C=C/C(=O)O)cc1S(=O)(=O)N1CCCCC1	-7%	21%	12%	4%	2%	0	2%	-2%	-2%
CCOCCCNCc1ccc(OC)c(OC)c1	15%	?	-3%	-4%	-7%	-25	17%	0%	-2%
COC(=O)Oc1ccc(/C=N/NC(=O)CN(c2ccccc2Br)S(C)(=O)=O)cc1OC	1%	3%	-20%	-6%	0%	-2	4%	0%	-25%

As a working copy, 6 of the compounds above.
SMILES	APEX1 inh	POLI inh	POLK inh	Apoferritin bind	GRP78 ERSR act	LDHA inh	POLB inh	BLM inh	Pol eta inh
CC1CCN(C(=O)Cn2cc(SCC(=O)Nc3ccccc3C(F)(F)F)c3ccccc32)CC1	nt	21%	-18%	52%[activator]	-5%	2	-1%	-8%	-14%
Cc1cc(C)cc(NC(=O)CCn2cnc3ccccc3c2=O)c1	nt	-26%	-8%[60.1 µM]	0%	0%	0	?	1%	7%
Cc1ccc(-c2nc(C)c(CCNC(=O)C(=O)Nc3ccc(C)c(Cl)c3)s2)cc1	nt	15%	-3%[60.1 µM]	-12%	-1%	-1	5%	0%	-13%
C=CCn1c(SCC(=O)Nc2c(C)n(C)n(-c3ccccc3)c2=O)nc2sc(C)c(C)c2c1=O	-5%	33%	-4%	-23%	-4%	4	12%	-2%	-21%
Cc1ccc(CN2CC(C(=O)N3CCN(c4ccccc4O)CC3)CC2=O)cc1 (stereo unspecified)	4%	71%[activator]	-8%	nt	0%	2	nt	nt	-12%
Fc1ccc(Nc2nc(SCc3cccc(F)c3)nc3ccccc23)cc1	nt	16%	-1%[60.1 µM]	35%[activator]	14%	-3	19%	-9%	-15%

Additional entries
SMILES	APEX1 inh	POLI inh	POLK inh	Apoferritin bind	GRP78 ERSR act	LDHA inh	POLB inh	BLM inh	Pol eta inh
Cc1cc(CN2CCCC(C(=O)Nc3cccc(-n4cccn4)c3)C2)cc(C)c1O (stereo unspecified)	-7%	0%	1%	-4%	-5%	-7	16%	4%	0%
C=CCN1CC(c2nc3ccccc3n2Cc2cccc3ccccc23)CC1=O (stereo unspecified)	-3%	0%	-10%	8%	-2%	-2	2%	0%	-11%
O=C(CCNS(=O)(=O)c1ccc(Br)s1)N1CCN(c2ccccc2)CC1	-5%	1%	-6%	-16%	-2%	-5	6%	1%	-16%
OCc1ccccc1	-3%	12%	2%[60.1 µM]	nt	-3%&-1%	1	nt	-8%	nt
CC(OC(=O)C1CC1)C(=O)Nc1cccc(S(=O)(=O)N2CCOCC2)c1 (stereo unspecified)	-8%	50%[activator]	-7%	nt	-4%	-11	nt	nt	-5%
O=[N+]([O-])c1ccc(-c2cc(-c3ccc(Cl)cc3)n[nH]2)cc1	-1%	-28%	-10%	-3%	-6%	-6	?	-18%	?
CCN(CC)CCNC(=O)CCCCCn1c(=O)[nH]c2cc(C(=O)OC)ccc2c1=O	2%	11%	0%	-10%	1%	-13	-18%	-4%	-5%
COCCCN=C1NN=C(c2cc(C)n(-c3ccccc3F)c2C)CS1	-5%	?	-10%	-12%	-10%	-2	6%	-4%	-4%
COc1ccc(NC(=O)CCCn2c(=O)[nH]c3ccccc3c2=O)cc1	-3%	9%	-4%	-12%	-6%	-3	25%	-1%	3%
CCOC(=O)c1ccc(NC(=O)COc2cc3oc(=O)c(CC(C)O)c(C)c3cc2Cl)cc1 (stereo unspecified)	?	?	-15%	1%	-6%	-6	?	-3%	1%
O=C(Nc1cccc(S(=O)(=O)NC2=NCCCCC2)c1)c1cc(-c2ccncc2)nc2ccccc12	2%	-8%	-20%	?	0%	-8	0%	-5%	-15%
Cn1c(=O)n(C)c2cc(N3CCCCC3)c(NC(=O)c3ccc(Cl)cc3)cc21	nt	3%	-7%	1%	-4%	-10	19%	-4%	-12%
O=C(CN1CCN(C(=O)c2ccco2)CC1)Nc1c2c(nc3c1CCC3)CCCC2	-10%	1%	-16%	-9%	0%	-35*	1%	-3%	-10%
Cc1ccc(C)c(OCc2nc3ccc(S(=O)(=O)Nc4c(C)n(C)n(-c5ccccc5)c4=O)cc3[nH]2)c1	0%	57%[activator]	-5%	-23%	-2%	-7	2%	4%	-15%
O=C(Nc1nccs1)c1ccc(COc2c(F)c(F)cc(F)c2F)o1	2%	-4%	4%	nt	1%	-1	nt	nt	-12%
COc1ccc(CCNC(=O)CCCn2nc(C)c([N+](=O)[O-])c2C)cc1OC	-9%	51%[activator]	0%	-1%	-3%	-7	7%	-5%	-13%
CN(CCc1ccccn1)C(=O)c1nn2c(C(F)(F)F)cc(-c3ccco3)nc2c1Cl	11%	4%	-11%	-4%	-1%	-7	-2%	-4%	-10%
CCOC(=O)c1cnc2c([N+](=O)[O-])cnn2c1C	0%	14%	12%	-6%	-2%	2	13%	1%	-23%
CO[C@H]1COC(=O)C/C=C\[C@H](C)[C@@H](OC)COC(=O)[C@H](C)COC(=O)C/C=C\[C@@H]1C	?	nt	nt	-6%[15.3 µM]	-4%	nt	nt	-1%[12.4 µM]	nt
O=C(Nc1ccccc1C(=O)OCc1cc(=O)n2ccsc2n1)c1ccccc1Cl	nt	0%	-9%[60.1 µM]	-3%	-4%	-2	23%	-3%	6%
C/C(=N\NC(N)=S)c1ccncc1	16%	5%	-18%	-5%	-2%	-13	5%	-2%	-11%
COc1ccc(NCC(=O)Nc2cccc(C(F)(F)F)c2)cc1S(=O)(=O)N1CCOCC1	18%	15%	11%	nt	-5%	1	nt	nt	-15%
CCCN1CCN(CCCNC(=O)c2cc3c(s2)-c2c(C)cccc2OC3)CC1	16%	11%&-4%	5%&-7%	259%&55%[activator]	3%&-4%	-2&-3	-6%&8%	3%&-12%	-15%&-13%
COc1ccc(C(=O)C2CCCN(Cc3cccn3-c3ccc(Cl)cn3)C2)c(OC)c1 (stereo unspecified)	-1%	84%[activator]	6%	-22%	-10%	-10	-24%	87%[activator]	-26%

Next section; it opens with the two that closed the last part.
SMILES	APEX1 inh	POLI inh	POLK inh	Apoferritin bind	GRP78 ERSR act	LDHA inh	POLB inh	BLM inh	Pol eta inh
CCCN1CCN(CCCNC(=O)c2cc3c(s2)-c2c(C)cccc2OC3)CC1	16%	11%&-4%	5%&-7%	259%&55%[activator]	3%&-4%	-2&-3	-6%&8%	3%&-12%	-15%&-13%
COc1ccc(C(=O)C2CCCN(Cc3cccn3-c3ccc(Cl)cn3)C2)c(OC)c1 (stereo unspecified)	-1%	84%[activator]	6%	-22%	-10%	-10	-24%	87%[activator]	-26%
Cc1cc(C)cc(NC(c2nnc(-c3cccc(F)c3)o2)c2ccc(F)cc2Cl)c1 (stereo unspecified)	nt	30%	-9%	2%	-1%	-1	3%	-10%	?
CCC1CCc2c(sc3nc(SCC(=O)NCc4ccco4)n(-c4ccccc4)c(=O)c23)C1 (stereo unspecified)	0%	1%	-8%	-10%	-2%	-9	?	-1%	?
Cc1occc1C(=O)n1cnc2ccccc21	-7%	nt	nt	30%[activator]	nt	nt	19%	-12%	nt
CCOc1cccc(/C=N/NS(=O)(=O)c2ccc(C)c([N+](=O)[O-])c2)c1O	0%	130%[activator]	-3%	-20%	-2%	-2	0%	-1%	-5%
CCOc1ccc(-c2nnc(SCC(=O)c3ccccc3)n2-c2ccccc2)cc1	nt	-4%	-1%	?	-2%	-1	-19%	-5%	-1%
Cc1ccccc1-c1noc(C(C)NC(=O)c2ccco2)n1 (stereo unspecified)	41%[12.4 µM]	16%&9%	-5%&-5%	-3%&-6%	-2%&0%	-1&-11	-22%&27%	-4%&1%	-13%&-11%
O=C(NCc1ccncc1)C1CCC(=O)N(CCc2ccc(Cl)cc2)C1 (stereo unspecified)	12%	12%	-12%	2%	-8%	0	16%	-3%	-14%
O=C(NCC(c1ccco1)N1CCCCC1)c1cccc(NS(=O)(=O)c2ccc(Br)cc2)c1 (stereo unspecified)	23%	11%	-13%	nt	-4%	-1	nt	nt	-7%
CCCN(CCC)C(=O)Cn1c(=O)n(-c2cccc(OC)c2)c(=O)c2c(C)c(C(=O)N(C)C)sc21	nt	-3%	-1%[60.1 µM]	8%	-1%	-1	11%	-3%	15%
COc1ccccc1CNC(=O)c1ccc(S(=O)(=O)N(C)c2ccccc2)cc1	1%	17%	-9%	nt	-3%	-3	nt	nt	-25%

Not all compounds are listed; the hit share may differ from the screen's.
